# From PubChem BioAssay
# RBBP9 inh: inhibitors of human serine hydrolase RBBP9 | recombinant RBBP9, FP-Rh probe fluorescence polarization | actives 0.2% (n = 220,000) | O75884 | inhibition, % at 7.94 µM | AID 1515;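 active = inhibition above the campaign mean of all tested compounds plus 3 SD, cut at about 14% in these data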;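 note: plate controls were DMSO wells with RBBP9 for no effect and wells lacking RBBP9 protein for full effect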
# Target sequence (O75884 whole entry, looked up): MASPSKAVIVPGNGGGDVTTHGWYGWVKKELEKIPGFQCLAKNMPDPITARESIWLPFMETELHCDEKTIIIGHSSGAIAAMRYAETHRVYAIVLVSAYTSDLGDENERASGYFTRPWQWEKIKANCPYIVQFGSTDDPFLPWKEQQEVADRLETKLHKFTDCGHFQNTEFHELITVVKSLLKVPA
#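 Test system – recombinant human RBBP9 · Input – RBBP9 2.5 µM in dispensing solution, pre-mixing · Medium – Tris buffer pH 8.0, NaCl, Pluronic · Schedule – preincubation 30 min plus labeling 45 min at 25 °C · Measured by – fluorescence polarization · Measure – % inhibition · Controls – DMSO and no-protein wells · Replicates – one well per compound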
# NPY-Y2 PAM-ag: potentiators or agonists of human neuropeptide Y receptor Y2; P49146; actives 0.45% (n = 220,000); activation, % at 3.6 µM; AID 1359; cells expressing NPY-Y2, potentiator/agonist read-out; in the data active = activation above about 27%;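 note: cells stimulated with NPY near EC25 plus isoproterenol at EC100; 0% = vehicle plus submaximal agonist and 100% = vehicle plus saturating agonist; some results beyond the cut were filed as inactive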
# Target sequence (P49146 whole entry, looked up): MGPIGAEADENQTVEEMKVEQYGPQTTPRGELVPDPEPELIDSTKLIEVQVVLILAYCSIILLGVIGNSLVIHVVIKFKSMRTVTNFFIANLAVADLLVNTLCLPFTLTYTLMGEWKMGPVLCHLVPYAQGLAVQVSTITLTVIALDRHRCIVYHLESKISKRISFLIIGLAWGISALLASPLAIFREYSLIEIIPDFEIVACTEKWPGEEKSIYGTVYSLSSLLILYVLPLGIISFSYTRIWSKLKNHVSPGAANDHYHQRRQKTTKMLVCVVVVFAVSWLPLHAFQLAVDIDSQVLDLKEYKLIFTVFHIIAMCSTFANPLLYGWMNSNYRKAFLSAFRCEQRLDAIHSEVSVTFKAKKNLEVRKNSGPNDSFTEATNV
# S1P4 antagonist: antagonists of human S1P4 receptor; O95977; inhibition, % at 4.98 µM; actives 0.26% (n = 220,000); AID 1510; S1P4-expressing cells, antagonist mode, reporter read-out; in the data active = inhibition above about 29%;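 note: 0% = wells stimulated with agonist and 100% = vehicle wells without agonist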
# Runt-CBFb FRET: inhibitors of human RUNX1 Runt domain binding to CBFb | Q01196+Q13951 | Cerulean-Runt/Venus-CBFb FRET ratio 530/480, 1 h | actives 0.46% (n = 220,000) | inhibition, % at 20 µM;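 active = inhibition over about 50% at 20 µM in the single-dose screen, limit read from the data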;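 note: 0% = DMSO wells and 100% = excess unlabeled CBFb competitor control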
#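 Assay system: Cerulean-Runt domain fusion protein, energy donor; Signal: fluorescence energy transfer, 422 nm excitation, 530/480 nm emission; Timing: 1 h compound exposure, room temperature; Control set: unlabeled CBFb; Medium: Tris buffer pH 7.5 with salts and BSA; Compound: single test concentration of 20 µM, 1% DMSO final; Probe or stimulus: Venus-CBFb 100 nM.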
# S1P4 ag: agonists of human S1P4 receptor; O95977; S1P4-expressing cell line, agonist reporter assay; activation, % at 4.98 µM; actives 0.35% (n = 220,000); in the data active = activation above about 11%;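 note: 0% = DMSO vehicle and 100% = reference agonist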
# NPY-Y1 antag: NPY-Y1 (human) receptor antagonism; P25929; HEK293-CNG Y1 cells, membrane potential fluorescence; NPY at EC95, then isoproterenol; inhibition, % at 3.6 µM; actives 1% (n = 200,000);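 active = inhibition above the campaign mean inhibition of all tested compounds plus 3 SD, cut at about 20% in these data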;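 note: 0% = DMSO wells given NPY plus isoproterenol and 100% = isoproterenol alone without NPY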
# Target sequence (P25929 whole entry, looked up): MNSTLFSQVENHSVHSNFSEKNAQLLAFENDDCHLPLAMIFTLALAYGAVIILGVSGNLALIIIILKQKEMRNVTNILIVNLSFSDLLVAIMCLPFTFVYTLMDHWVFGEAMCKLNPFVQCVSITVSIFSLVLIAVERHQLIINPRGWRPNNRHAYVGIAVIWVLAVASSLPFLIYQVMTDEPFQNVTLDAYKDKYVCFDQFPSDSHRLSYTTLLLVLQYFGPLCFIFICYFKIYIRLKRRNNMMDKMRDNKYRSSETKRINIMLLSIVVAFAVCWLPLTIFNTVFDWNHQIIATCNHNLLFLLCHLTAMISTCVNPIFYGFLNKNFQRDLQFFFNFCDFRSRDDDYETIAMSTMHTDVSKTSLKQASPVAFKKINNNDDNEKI
#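 Test system: HEK293 cells co-expressing NPY Y1 receptor and cyclic-nucleotide gated channel; Also added: NPY (25 nM), isoproterenol (1 µM), Ro 20-1724 (25 µM); Compound dosing: one concentration, 3.6 µM, in 0.4% DMSO; Timing: dye 3 h, compound 60 min room temperature, stimulation 45 min; Technique: Membrane-potential fluorescent dye readout.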
# BaF3 tox: counter-screen for JAK2V617F inhibitors: parental Ba/F3 viability inhibitors. CellTiter-Glo ATP luminescence. inhibition, % at 5.6 µM. actives 1.1% (n = 220,000);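 active = inhibition above a per-campaign cutoff, the mean inhibition of all tested compounds plus 3 SD, cut at about 27% in these data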;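 note: 0% = DMSO wells and 100% = JAK Inhibitor I control wells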
# NPY1 pot ag: potentiates or activates human NPY-Y1 receptor; P25929; NPY-Y1 expressing cells, potentiator/agonist activation; activation, % at 3.6 µM; actives 0.37% (n = 220,000); in the data active = activation above about 33%, passing the limit was not always enough;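 note: cells stimulated with NPY at EC10 then isoproterenol at EC100; 0% = low agonist plus stimulus and 100% = saturating agonist plus stimulus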
# Ba/F3 V617F tox: lowers viability of Ba/F3 cells expressing EpoR and JAK2V617F; ATP luminescence; inhibition, % at 5.6 µM; actives 1.1% (n = 220,000); AID 1446;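 active = inhibition above the campaign mean plus 3 SD over all tested compounds, cut at about 24% in these data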;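 note: cytokine-independent growth of Ba/F3 cells driven by EpoR plus mutant JAK2; 0% = DMSO-treated cells and 100% = JAK inhibitor I control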
# * = called active by the depositor; · = not tested or not shown.
SMILES,RBBP9 inh,NPY-Y2 PAM-ag,S1P4 antagonist,Runt-CBFb FRET,S1P4 ag,NPY-Y1 antag,BaF3 tox,NPY1 pot ag,Ba/F3 V617F tox
COc1cccc(OCC(O)CN2CC(C)CC(C)C2)c1 (configuration not stated),-6,-12,-26,0,1.0,2,3,-20,1
CC(NC(=O)COc1ccc(N(C)S(=O)(=O)c2ccccc2)cc1)c1ccccc1 (configuration not stated),-8,3,-11,-1,0.8,6,6,12,1
CON=C1CCN(c2ncc(C(F)(F)F)cc2Cl)CC1,-2,7,4,0,1.8,12,2,9,0
CCOC(=O)c1cc2c(C(F)(F)F)cc(-c3cccnc3)nc2o1,6,0,9,1,-0.4,-5,-4,12,-4
COC(=O)c1ccc(C(=O)OC)c(NC(=O)CS(=O)(=O)Cc2ccccc2)c1,-3,-3,-16,4,-0.7,-3,6,9,-1
N=c1c2c(ncn1CCN1CCOCC1)Oc1ccc3ccccc3c1C2c1ccccc1 (configuration not stated),-6,3,-8,-11,1.0,0,2,-16,1
O=C(N/N=C/c1c(O)n(-c2ccc(Cl)cn2)c(=O)c2ccccc12)c1ccncc1,-7,2,-7,-22,-1.8,-3,15,14,5
Cc1noc(C)c1S(=O)(=O)N1CCN(c2ccccc2)CC1,-5,-1,-13,-2,-0.1,5,8,-7,-1
Cn1nc(-c2ccccc2F)c2cc(C(=O)N3CCN(C(=O)c4ccco4)CC3)sc21,-2,-15,-4,·,-0.1,-5,2,-11,-2
CSc1ccc(C(=O)C2CCCN(S(=O)(=O)N(C)C)C2)cc1 (configuration not stated),-12,-3,-21,0,-0.4,14,4,4,4
Cc1c(Cl)cccc1NC(=O)C1CCCCC1,-10,-8,-8,-1,1.6,6,7,1,1
COc1ccc(OC)c(NC(=O)C2CCCN(S(=O)(=O)c3cccc4nsnc34)C2)c1 (configuration not stated),-8,-4,-9,0,0.2,-3,0,-7,-1
O=C(c1ccco1)N1CCN(CCOc2ccccc2)CC1,-4,0,-5,-2,1.5,·,0,2,4
O=C(COC(=O)c1ccco1)Nc1ccc2c(c1)OCCO2,-12,-2,2,-2,1.2,-2,2,1,-2
CCC(C)NC(=O)c1ccc(C(=O)c2ccccc2)cc1 (configuration not stated),2,-4,15,1,-0.3,-1,7,7,-1
COc1cc(C2=NOC(C(=O)N3CCCc4ccccc43)C2)cc(OC)c1OC (configuration not stated),-2,-6,4,-4,-1.5,15,5,-13,3
COc1cc(NC(=O)C2CC2C)c(C(=O)O)cc1OC (configuration not stated),-15,-17,-8,3,1.1,16,3,-40,2
CCCC(=O)c1c(NCCO)cc(C)oc1=O,2,12,-20,·,2.1,-1,-1,12,-4
CCOC(=O)C1=NN(C(=O)c2ccc(OC)cc2)C(O)(c2ccc(Cl)cc2)C1 (configuration not stated),-2,0,12,-5,-0.1,5,0,-15,-2
COCC(C)n1c(SCC(=O)N2CCc3ccccc3C2)nc2ccccc2c1=O (configuration not stated),0,3,-15,-5,0.8,-2,2,-7,-1
O=C(c1cc(C(=O)c2ccco2)cc(C(=O)c2ccco2)c1)c1ccco1,-8,-18,3,0,0.3,5,11,6,5
COc1ccc(S(=O)(=O)N(C)C)cc1NC(=O)CSc1nc(N)cc(N)n1,-3,1,-6,-2,0.3,·,-3,4,0
CCOC(=O)c1[nH]c2ccc(OC)cc2c1NC(=O)CN1CCN(c2ccccn2)CC1,-11,1,-16,-2,-0.9,-4,7,-1,3
Cc1nn(C(=O)c2ccccc2)c2c1C(=O)CC(C)(C)C2,-9,-6,-32,3,-2.5,-6,3,-5,-1
CCOC(=O)c1nc(N)sc1C(=O)OCC,0,7,-17,0,-1.7,6,3,-3,-3
CCn1c(SCC(=O)c2ccc3c(c2)OCCO3)nnc1C(C)C,-3,-5,-17,-1,0.7,2,3,-6,2
CC(=O)N1CCN(c2ccc(NC(=O)c3ccccc3Br)cc2Cl)CC1,-5,-10,-6,-5,0.6,5,3,0,1
Cc1nc(C)c(C(=O)N/N=C/c2cc(Br)ccc2O)s1,1,-8,9,-20,-1.7,·,1,0,-4
C=CCNc1nnnc2c1sc1nc(N3CCOCC3)c3c(c12)CCCC3,-7,-7,-1,-2,0.1,·,0,6,-2
COc1cc(CNC(C)C)c(Br)cc1OC1CCCC1,1,-10,2,2,1.0,3,9,13,4
Cc1ccc(Sc2c([N+](=O)[O-])c(C)nn2C)cc1,-1,-1,4,0,0.1,·,-4,-2,-1
Cc1[nH]n(-c2ccccc2)c(=O)c1CCOC(=O)c1ccc(C(F)(F)F)cc1,-10,-11,-7,-9,0.9,-3,8,-31,-3
Cc1ccc(/C=C/C(=O)N2CCC(Cc3ccccc3)CC2)cc1,-7,-12,-10,-5,1.5,4,1,-19,-2
COc1ccc(-c2[nH]nc3oc(=O)cc(C)c23)cc1,-8,0,-5,2,1.4,-2,8,-2,0
CCCn1c2ccccc2c2cc(C(=O)O)ccc21,-2,-12,-12,-1,-0.7,7,10,-17,-2
CC1=CC(=C2C(=O)c3ccccc3C2=O)C=C(C)N1Cc1ccco1,1,9,-10,2,1.4,4,6,-4,0
O=c1[nH]c2ccccc2cc1-c1nnn(-c2ccc(F)cc2)n1,5,-2,-2,-3,-0.6,-2,2,20,-7
COCCNC(=O)CCc1c(C)nc2c(-c3ccc(F)cc3)c(C)nn2c1C,-1,-2,-13,2,-1.2,-3,9,-2,1
Cc1c(C(=O)Nn2cnnc2)oc2ccccc12,-6,13,-11,1,1.3,-1,-1,1,-3
O=C(O)Cc1csc2ccccc12,-2,4,1,2,-1.3,6,4,-6,0
CCn1c(=NC(=O)c2cccc(N3C(=O)CCC3=O)c2)sc2c(OC)ccc(OC)c21,-8,7,6,-2,-1.5,-3,-3,0,1
COC(=O)Nc1nc(-c2cc(Cl)ccc2Cl)cs1,7,10,-4,-1,0.4,-1,-4,-2,-4
CCCc1[nH]nc2c1C(c1ccncc1)C(C#N)=C(N)O2 (configuration not stated),-4,-3,-2,-1,-1.1,0,3,1,0
COCCNC(=O)c1c(NC(=O)c2nc(SC)ncc2Cl)sc2c1CCCC2,-7,-1,0,-2,-1.5,2,-1,-7,-3
CC(=O)Oc1ccc(C(=O)OCC(=O)c2c(N)n(C)c(=O)n(C)c2=O)cc1OC(C)=O,-2,4,-12,-1,-0.6,5,8,-1,2
COc1ccc(C(=O)C2CCCN(Cc3cn[nH]c3-c3ccccc3)C2)cc1OC (configuration not stated),-4,5,-8,0,-1.2,10,0,-4,-2
COc1cc(OC)cc(C(=O)NCC(=O)OCC(=O)N2CCc3ccccc32)c1,-8,-2,-29,-1,2.6,2,6,1,-1
CN(C)c1ccc(C(=O)OCC(=O)N2CCCCCC2)cc1,-6,-6,-5,1,2.4,3,2,-1,-2
C/C(N)=C(/C#N)C(=O)COC(=O)CSc1ccc2ccccc2c1,0,-33,8,2,-2.2,14,3,1,1
COC(=O)C(C)Sc1ccc2nnc(CCNS(=O)(=O)c3ccc(C)cc3)n2n1 (configuration not stated),4,-10,2,-2,1.2,3,3,8,-1
# The listing continues.
SMILES,RBBP9 inh,NPY-Y2 PAM-ag,S1P4 antagonist,Runt-CBFb FRET,S1P4 ag,NPY-Y1 antag,BaF3 tox,NPY1 pot ag,Ba/F3 V617F tox
COc1ccc(/C=C/C(=O)NCC(=O)N/N=C/c2ccc(OC)cc2)cc1,-5,-6,-2,-4,0.0,3,5,12,0
CCCc1nnc(SCC(=O)N(CC)CC)n1CC1CCCO1 (configuration not stated),2,-2,4,0,-0.2,-2,6,15,2
CSCCC1NC(=O)N(CC(=O)N2N=C(c3ccc(Cl)cc3)CC2c2ccco2)C1=O (configuration not stated),4,1,-12,-5,0.2,3,7,-4,4
O=C1COc2ccc(C(=O)COC(=O)C3CC(O)CN3S(=O)(=O)c3ccc(Cl)cc3)cc2N1 (configuration not stated),-4,4,-8,0,1.2,0,9,-8,3
COc1ccc(C2=NNC(c3ccco3)=Nc3ccc(F)cc32)cc1,-8,-5,-11,-2,-0.7,7,0,-10,-1
O=C(c1cc(C2CC2)nc2ccccc12)N1N=C(C(F)F)CC1(O)C(F)F (configuration not stated),-3,10,3,-4,-1.6,-5,5,-13,1
CCCCC(NC(C)=O)c1nc2ccccc2n1CCCC (configuration not stated),-2,6,6,-1,-1.6,-6,-1,0,-3
O=P(O)(CN1CCCCCC1)CN1CCCCCC1,-5,-1,-6,0,2.0,8,-2,3,0
CCn1c(SCC(=O)Nc2ccccc2OC)nc(O)cc1=O,-4,-12,-12,2,2.3,·,1,13,2
CCCCC(=O)Nc1cccc(NC(=O)CC)c1,-2,9,-7,1,-1.7,-6,0,4,-3

# 2 compounds drawn at random from those above:
SMILES,RBBP9 inh,NPY-Y2 PAM-ag,S1P4 antagonist,Runt-CBFb FRET,S1P4 ag,NPY-Y1 antag,BaF3 tox,NPY1 pot ag,Ba/F3 V617F tox
O=C(c1cc(C2CC2)nc2ccccc12)N1N=C(C(F)F)CC1(O)C(F)F (configuration not stated),-3,10,3,-4,-1.6,-5,5,-13,1
CCn1c(SCC(=O)Nc2ccccc2OC)nc(O)cc1=O,-4,-12,-12,2,2.3,·,1,13,2

# In a second layout: entries from further up
Compound | RBBP9 inh | NPY-Y2 PAM-ag | S1P4 antagonist | Runt-CBFb FRET | S1P4 ag | NPY-Y1 antag | BaF3 tox | NPY1 pot ag | Ba/F3 V617F tox
CCCc1[nH]nc2c1C(c1ccncc1)C(C#N)=C(N)O2 (configuration not stated) | -4 | -3 | -2 | -1 | -1.1 | 0 | 3 | 1 | 0
Cc1ccc(Sc2c([N+](=O)[O-])c(C)nn2C)cc1 | -1 | -1 | 4 | 0 | 0.1 | · | -4 | -2 | -1

# Going on with the list.
SMILES,RBBP9 inh,NPY-Y2 PAM-ag,S1P4 antagonist,Runt-CBFb FRET,S1P4 ag,NPY-Y1 antag,BaF3 tox,NPY1 pot ag,Ba/F3 V617F tox
N#CC(c1ccc(Cl)cc1)c1ccc(Cl)nn1 (configuration not stated),10,2,-5,0,-0.3,5,5,-15,-2
C=CCc1cc(OC)ccc1OCCN(C)Cc1ccccc1,-1,-22,3,0,-3.0,8,3,-22,4
O=C(O)c1csc(Br)c1Br,-5,-19,1,-2,0.4,7,1,-26,-3
Cc1ccc(CN2CCN(Cc3cnc(N4CCOCC4)s3)CC2CCO)o1 (configuration not stated),5,-6,-4,1,1.5,2,5,17,-1
CN(CC(=O)Nc1ccccc1Cl)C(=O)CSc1nnc(-c2ccco2)o1,0,9,-5,-1,-0.5,-1,-1,-9,-3
N#C/C(=C\c1c(N2CCC(C(N)=O)CC2)nc2ccccn2c1=O)C(=O)NCc1ccco1,-5,7,-16,128*,0.8,-1,4,16,-3
O=C(Nc1ccccn1)c1csc2c1CCCC2,-3,3,0,-1,1.6,-1,5,-11,1
O=c1nc(N2CCCCC2)nc2n1CCO2,-5,-5,1,1,-1.5,-2,6,-13,2
CNc1cc(F)nc(F)n1,9,16,-1,14,0.0,-2,-1,15,-3
CCOC(=O)c1[nH]c2cc(OC)c(OC)cc2c1NC(=O)c1nonc1C,-5,1,-15,-2,2.5,3,4,10,-4
